Screening data as filed in PubChem BioAssay.
COUP-TFII inh – NR2F2 (human) inhibition, primary screen. AID 686940. HEK293T NGFI-A luciferase reporter, luminescence. 370,000 compounds, 0.7% hits. P24468. inhibition, % at 8.6 µM;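 active means inhibition above a per-plate cutoff, mean inhibition of test wells between control levels plus 3 SD, cut at about 38% in these data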;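 further: cells cotransfected with COUP-TFII expression vector driving the NGFI-A reporter; 0% = median of COUP-TF2 test wells and 100% = reporter-only cells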
NR5A2 inv ag – NR5A2 inverse agonism in reporter assay; O00482; HEK293T StAR-luciferase reporter, LRH-1 transfected, 24 h; inhibition, % at 3.6 µM; 360,000 compounds, 0.13% hits; AID 602396;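 active means inhibition above the mean inhibition of all tested compounds plus 3 SD, cut at about 73% in these data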;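 further: 0% = DMSO wells and 100% = reporter-only cells lacking LRH-1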
NCOA2 inhibitor – inhibits human steroid receptor coactivator 2; HEK293 GAL4-SRC2 luciferase reporter, luminescence; inhibition, % at 9 µM; 370,000 compounds, 0.17% hits; Q15596;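 active means inhibition above the mean inhibition of all tested compounds plus 3 SD, set per campaign, cut at about 52% in these data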;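 further: 0% = DMSO treated cells and 100% = cells given Gossypol at 36 µM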
MC4R ag barr – human MC4R agonism via beta-arrestin; activation, % at 8.9 µM; P32245; U2OS MC4R beta-arrestin complementation, luminescence; percent of melanotan II response, DMSO zero; 360,000 compounds, 0.98% hits;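 active means activation above a per-plate cutoff, the mean activation of sample wells on that plate plus 3 SD, cut at about 8% in these data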
NOD2-RIPK2 inh – inhibitors of human NOD2-RIPK2 interaction; CHO BLA complementation NOD2-RIPK2, CCF4 ratio; 360,000 compounds, 0.38% hits; inhibition, % at 4.98 µM; in the data active means inhibition above about 21%;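 further: 0% = vehicle only and 100% = reference blocker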
SRC3 inh – inhibitors of human steroid receptor coactivator 3 (SRC3). Q9Y6Q9. HEK293 GAL4-SRC3 luciferase reporter, luminescence. inhibition, % at 3.6 µM. 360,000 compounds, 0.17% hits. AID 588352;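 active means inhibition above a per-campaign cutoff, the mean of all compounds plus 3 SD, cut at about 60% in these data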;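 further: 0% = DMSO-treated cells and 100% = gossypol-treated cells at 36 µM; higher means less SRC3-driven luciferase light from the GAL4 reporter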
ABHD5-PLIN5 inh – blocks binding of human ABHD5 to perilipin-5. Q00G26+Q8WTS1. Split G. princeps luciferase complementation, luminescence, 4 h. inhibition, % at 4 µM. 360,000 compounds, 0.78% hits. AID 602281;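 active means inhibition above the mean inhibition across every tested compound plus 3 SD, cut at about 22% in these data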;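 further: 0% = DMSO only wells and the 100% control is not disclosed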
NCOA1 inh – inhibits human SRC1 coactivator | 360,000 compounds, 0.12% hits | inhibition, % at 3.6 µM | HEK293 GAL4-SRC1 luciferase reporter, luminescence;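 active means inhibition above the campaign mean plus 3 SD, with each screening campaign given its own cutoff, cut at about 60% in these data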;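 further: 0% = DMSO treated cells and 100% = gossypol at 36 µM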
TLR9-MyD88 block – inhibitors of human TLR9-MyD88 binding. inhibition, % at 4.98 µM. CHO BLA complementation TLR9-MyD88, CCF4 FRET ratio. AID 504734. 340,000 compounds, 0.21% hits;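 active means inhibition above the mean over all tested compounds plus 3 SD, cut at about 21% in these data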;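 further: 0% = DMSO only wells and 100% = clavulanate BLA inhibitor control wells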
MC4R antagonist – human MC4R antagonism in cAMP assay. inhibition, % at 6.5 µM. 360,000 compounds, 0.48% hits. MC4R-expressing cells, MTII-stimulated cAMP, LANCE TR-FRET. P32245;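 active means inhibition above its plate's cutoff, the mean of tested wells on that plate plus 3 SD, cut at about 29% in these data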;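 further: 0% = Melanotan II alone and 100% = Melanotan II plus saturating MCL0020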
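Material: human MC4R-expressing U2OS cells. Probe or stimulus: Melanotan II challenge. Dosing: 6.5 µM single dose. Times: 30-min compound, 1-h challenge, 1-h detection, room temperature. Technique: TR-FRET with Eu-cAMP and labeled anti-cAMP, 671 nm. Replication: singlicate.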
EBV LMP1 NFkB – Epstein-Barr LMP1 NF-kappaB reporter inhibition. LMP1-induced NF-kappaB luciferase reporter cells, luminescence. inhibition, % at 12.5 µM. 350,000 compounds, 0.69% hits; in the data active means inhibition above about 41%;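 further: 0% = neutral control wells and 100% = reference inhibitor control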
An asterisk follows results filed as active; · = not tested or not shown. An excerpt; rates above refer to the full screens.

SMILES	COUP-TFII inh	NR5A2 inv ag	NCOA2 inhibitor	MC4R ag barr	NOD2-RIPK2 inh	SRC3 inh	ABHD5-PLIN5 inh	NCOA1 inh	TLR9-MyD88 block	MC4R antagonist	EBV LMP1 NFkB
Cc1c(C(=O)c2cccc([N+](=O)[O-])c2)c2ccccn2c1CCC#N	11	-11	27	-1.8	-8	27	-3	-5	-8	1	1
COc1ccc([N+](=O)[O-])cc1N(CC(O)CN1CCCC1)S(=O)(=O)c1ccc(C)cc1 (configuration not stated)	8	-2	-1	-2.3	0	8	4	-6	3	5	-19
CCOC(=O)c1sc(NC(=O)c2ccc(S(=O)(=O)N(C)C)cc2)nc1C	3	-18	-14	-0.2	-13	15	0	-7	-1	7	1
COc1ccc(Br)c(C(=O)Nc2nc3ccccc3[nH]2)c1	-23	-73	-36	-0.4	-1	-87	-2	-48	-4	-4	-25
O=C1CCC(C(=O)N2CCOCC2)CN1Cc1cccc(C(F)(F)F)c1 (configuration not stated)	-15	10	13	-1.9	-6	3	7	-17	-5	12	0
CCOc1ccc(S(=O)(=O)N2CCC(C(=O)OCc3ccc(OC)cc3)CC2)cc1	10	35	-5	-3.7	4	8	1	-14	-1	0	16
CCCCNC(=O)c1onc(CSc2ccc(F)c(F)c2)c1C(=O)O	14	3	15	1.0	8	-4	-1	-9	3	-2	5
CC(C)(C)NC(=O)C(=O)N/N=C/c1ccc(Br)cc1	-3	-1	1	-0.5	-1	-26	-1	-23	8	11	5
CCOc1ccccc1-n1c(SCC(N)=O)nnc1-c1cccnc1	-1	2	2	1.0	4	11	2	-10	-2	13	-2
CC(=O)Nc1ccc(N=Cc2nc(-c3ccc(C)cc3)oc2O)cc1	2	-5	-12	-4.2	-1	14	-5	-35	1	2	1
O=C(CCn1c(=O)oc2ccccc21)N(Cc1ccccc1)c1ccccc1	-4	4	-13	0.4	-6	-11	-1	8	3	7	-18
COc1ccc(/C(=N\Nc2ccccc2C(=O)O)c2ccccc2)cc1	-11	-31	-53	-0.4	-3	-44	-8	-57	12	2	4
COc1ccc(NC(=O)c2ccccc2NC(=O)C2CC=CCC2C(=O)O)cc1 (configuration not stated)	-51	-143	-34	3.8	10	-43	-3	-40	0	4	-3
Cn1nc(-c2ccccc2)c(-c2nc(-c3cccc(Cl)c3)no2)c1Cl	3	-14	5	0.2	1	4	-5	1	-1	-3	-1
O=C(NC1CCCCC1)C1CCC(CNS(=O)(=O)c2ccccc2)CC1 (configuration not stated)	20	-11	-6	-2.0	-4	-3	-9	9	6	10	5
Cc1ccc(-n2ncc3c2CC(C)(C)CC3NC(=O)CCn2cncn2)cc1 (configuration not stated)	6	-10	-34	-2.5	-1	-8	-1	-18	6	3	-18
Cc1ccc(N(CC(=O)NCc2ccco2)C(=O)CCC(=O)Nc2nccs2)cc1C	-5	3	-10	0.5	-4	10	-6	7	11	19	7
O=c1[nH][nH]c2cc(=O)n(-c3cccc(C(F)(F)F)c3)nc12	-11	-8	-26	-1.7	-15	9	1	5	0	18	-3
Cn1c(=O)cc(SCC(=O)NCCC2=CCCCC2)c2cc(Cl)ccc21	2	8	-4	-1.9	4	2	-6	-26	-6	10	-21
COc1ccc(Cl)cc1NC(=S)NCCC(c1ccccc1)c1ccccc1	14	11	7	-1.0	-6	19	-9	-19	-4	10	-2
CCOC(=O)N1CCC(NS(=O)(=O)c2ccccc2)CC1	-28	2	12	-0.4	0	12	1	0	5	12	4
O=C(NCCCCc1ccccc1)C1CC(c2ccc(C(F)(F)F)cc2)=NO1 (configuration not stated)	2	-5	5	-1.0	-2	-10	-5	-11	-2	-3	0
Cc1ccc(C)c(N(C(=O)CCC(=O)Nc2cc(C)on2)C(C(=O)NC2CCCC2)c2ccco2)c1 (configuration not stated)	-8	-1	-25	-2.9	-6	0	-3	2	7	22	6
NCCNc1cc(N2CCCC2)ccc1[N+](=O)[O-]	7	9	-10	-0.8	6	-16	-1	-6	-1	-13	1
CN(c1ccccc1)S(=O)(=O)c1ccc(Cl)c(C(=O)Nc2ccncc2)c1	40*	15	36	-1.5	-5	25	3	17	-7	10	16

6 entries from above, with the structure last.
COUP-TFII inh	NR5A2 inv ag	NCOA2 inhibitor	MC4R ag barr	NOD2-RIPK2 inh	SRC3 inh	ABHD5-PLIN5 inh	NCOA1 inh	TLR9-MyD88 block	MC4R antagonist	EBV LMP1 NFkB	SMILES
-5	3	-10	0.5	-4	10	-6	7	11	19	7	Cc1ccc(N(CC(=O)NCc2ccco2)C(=O)CCC(=O)Nc2nccs2)cc1C
2	-5	5	-1.0	-2	-10	-5	-11	-2	-3	0	O=C(NCCCCc1ccccc1)C1CC(c2ccc(C(F)(F)F)cc2)=NO1 (configuration not stated)
3	-14	5	0.2	1	4	-5	1	-1	-3	-1	Cn1nc(-c2ccccc2)c(-c2nc(-c3cccc(Cl)c3)no2)c1Cl
7	9	-10	-0.8	6	-16	-1	-6	-1	-13	1	NCCNc1cc(N2CCCC2)ccc1[N+](=O)[O-]
-4	4	-13	0.4	-6	-11	-1	8	3	7	-18	O=C(CCn1c(=O)oc2ccccc21)N(Cc1ccccc1)c1ccccc1
8	-2	-1	-2.3	0	8	4	-6	3	5	-19	COc1ccc([N+](=O)[O-])cc1N(CC(O)CN1CCCC1)S(=O)(=O)c1ccc(C)cc1 (configuration not stated)

Further results
SMILES	COUP-TFII inh	NR5A2 inv ag	NCOA2 inhibitor	MC4R ag barr	NOD2-RIPK2 inh	SRC3 inh	ABHD5-PLIN5 inh	NCOA1 inh	TLR9-MyD88 block	MC4R antagonist	EBV LMP1 NFkB
Cc1c(Cc2ccccc2)c(=O)oc2c(C)c(OCC(=O)NCC3CCC(C(=O)O)CC3)ccc12 (configuration not stated)	-1	-1	-17	-1.3	10	14	-1	-7	2	1	-13
COC(=O)CSc1nsc(SCC(=O)OC)n1	-6	-4	-10	-1.8	1	8	1	2	-2	-3	-5
Cc1cc(/C=C2\SC(=S)N(Cc3ccco3)C2=O)c(C)n1-c1cccnc1	-4	-11	-44	-1.9	-2	-39	-4	-23	2	-1	-19
Cn1c2ccccc2c2cc(/C=N/NC(=O)c3ccc(O)cc3O)ccc21	·	-30	·	-2.1	0	12	3	-22	-4	10	14
CCOc1ncccc1C(=O)Nc1ncc(C)s1	-2	23	-29	-1.6	-10	-18	-1	-13	4	4	-3
Cc1ccc(NC(=O)CSCC#N)cc1Cl	-9	11	2	1.0	-8	-6	3	2	-14	-7	5
CCOc1ccc(-n2c(=O)cc(N3CCN(c4ccccc4)CC3)[nH]c2=O)cc1	13	-5	-3	-1.6	-14	5	-1	6	-11	9	4
COC(=O)[C@H](CCSC)NC(=O)Nc1cc(OC)cc(OC)c1	-1	-4	7	0.1	-2	22	1	14	1	3	-3
O=c1[nH]n(-c2ncnc3c2cnn3-c2ccccc2)c(=O)c2ccccc12	7	8	0	0.7	1	-29	0	-7	9	6	-1
Cn1c(CCNC(=O)c2ccc(F)cc2)nc2ccccc21	9	5	-11	-0.9	-1	7	-2	-9	3	-2	3
Cc1cccc(C)c1OCc1cc(C(=O)N2CCC(c3ccccc3)CC2)no1	-24	-41	-39	-1.6	-7	-26	-8	-31	-3	6	-12
O=C(COC(=O)c1ccc2ncsc2c1)Nc1cc([N+](=O)[O-])ccc1Cl	14	13	-14	23*	-5	-1	4	-15	-10	1	-6
CCN1CCN(S(=O)(=O)c2ccc3c(c2)NC(=O)CS3)CC1	-8	-11	-16	1.6	-11	10	1	-19	-49	13	-1
c1ccc(-c2csc(N3CCOCC3)n2)cc1	-49	-52	-34	-1.7	-4	-55	7	-69	-5	3	-29
COc1ccc(-n2c(COc3ccc(C)cc3)nnc2SCC(N)=O)cc1	-6	10	-11	-0.1	3	-11	1	-11	-12	0	-6
CCOC(=O)c1cccc(-n2c(C)nc3ccccc3c2=O)c1	15	12	3	-1.8	3	2	-1	-4	2	2	-15
CCC/C=N/NC(=O)c1cc(-c2ccccc2)nc2ccccc12	17	-8	-20	-0.1	-4	18	2	-13	-4	1	6
NCCCCCC(=O)N/N=C/c1coc2ccccc2c1=O	26	3	-5	-2.1	8	18	-6	10	13	-5	-7
CC(C)(CO)NC(=O)CCCOc1ccc(Cl)cc1Cl	-39	-56	-22	-2.3	-11	-23	-1	-33	0	1	-19
O=C(O)CSc1nnc(COc2cccc3ccccc23)n1Cc1ccccc1	18	4	-13	-1.9	6	-14	1	2	-6	5	2
CCN1CCCC1CNS(=O)(=O)c1ccc(C(=O)Nc2ccccc2)cc1 (configuration not stated)	5	21	-8	1.1	-1	0	-3	-43	-1	0	-13
COCc1cc(C)nc(SC)c1C#N	11	-7	21	1.7	-10	4	3	-17	·	-10	-1
CCc1csc(CNC(=O)C2CCC(=O)N(Cc3cccc(OC)c3)C2)n1 (configuration not stated)	3	18	-6	0.1	-8	-6	3	-2	-5	-9	-4
Cc1cc(Cn2nc(-c3ccccc3C)cc2C(=O)O)on1	-4	4	-3	-0.5	-3	5	3	4	5	11	-4
O=C(CSc1nnc(-c2c[nH]c3ccccc23)o1)N(Cc1ccccc1)c1ccc(F)cc1	·	18	·	2.1	1	7	-5	-7	-2	18	-5

In another format: 2 of the compounds above.
| structure | COUP-TFII inh | NR5A2 inv ag | NCOA2 inhibitor | MC4R ag barr | NOD2-RIPK2 inh | SRC3 inh | ABHD5-PLIN5 inh | NCOA1 inh | TLR9-MyD88 block | MC4R antagonist | EBV LMP1 NFkB |
| --- | --- | --- | --- | --- | --- | --- | --- | --- | --- | --- | --- |
| CCOc1ncccc1C(=O)Nc1ncc(C)s1 | -2 | 23 | -29 | -1.6 | -10 | -18 | -1 | -13 | 4 | 4 | -3 |
| COC(=O)CSc1nsc(SCC(=O)OC)n1 | -6 | -4 | -10 | -1.8 | 1 | 8 | 1 | 2 | -2 | -3 | -5 |

Results in TLR9-MyD88 block, EBV LMP1 NFkB and NR5A2 inv ag, for two of the compounds above:
| canonical_smiles | TLR9-MyD88 block | EBV LMP1 NFkB | NR5A2 inv ag |
| --- | --- | --- | --- |
| O=C1CCC(C(=O)N2CCOCC2)CN1Cc1cccc(C(F)(F)F)c1 (configuration not stated) | -5 | 0 | 10 |
| Cc1c(C(=O)c2cccc([N+](=O)[O-])c2)c2ccccn2c1CCC#N | -8 | 1 | -11 |
